# Source: PubChem
# TGFb SMAD3 inh – blocks TGF-b signaling | AID 588855 | HepG2 CAGA-GFP TGF-b/SMAD3 reporter, GFP fluorescence, 18 h; TGF-beta stimulated, 500 pg/mL final | 410,000 compounds, 1.2% hits | Potency, µM (highest dose often 46.1 µM), without a hit: at the highest dose activity, negative = inhibition, usual class: inhibitors; note: potency is the fitted concentration of half-maximal effect; % is set by controls: 0 for no effect and ±100 for the full control effect; nearly all actives have a fitted effect of over 65% in size
#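 Using HEPG2 CAGA-GFP reporter cells at 1000 cells/well, we pinned test compounds, stimulated with recombinant TGF-beta (500 pg/mL final) and measured total well GFP after 18 h.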
# S2 tox – viability counter-screen for ATXN expression inhibitors | S2 cells (HEK-293 line with an ATXN2-luciferase reporter) viability, CellTiter-Fluor protease fluorescence, 24 h | AID 651635 | 400,000 compounds, 0.49% hits | Potency, µM (highest dose often 56.7 µM), actives largely listed as cytotoxic; note: potency is the fitted concentration of half-maximal effect; nearly all actives have a fitted effect of over 40% in size
# ATXN2 expr inh – reduces ATXN2 reporter expression in HEK-293 cells | HEK-293 ATXN2-luciferase reporter, luminescence, 24 h | Potency, µM (top dose mostly 57 µM), inactives show at the highest dose activity change, negative = inhibition, most hits filed as inhibitors | 360,000 compounds, 0.72% hits; note: potency is the fitted concentration of half-maximal effect; % is set by controls: 0 for no effect and ±100 for the full control effect; nearly all actives have a fitted effect of over 55% in size
#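 ATXN2-luciferase reporter cells (luciferase flanked by upstream and downstream ATXN2 gene portions) were treated 24 h at 37 °C with compounds at up to 57 uM. SteadyGlo luminescence gave expression; GF-AFC fluorescence gave viability.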
# Nrf2 activator – activators of Nrf2 (ARE) signaling; AREc32 ARE-luciferase reporter (MCF7-derived line), luminescence, 24 h; Potency, µM (doses to about 46.1 µM), without a hit: top-dose activation, most hits filed as activators; 410,000 compounds, 0.31% hits; AID 624171; note: potency is the fitted concentration of half-maximal effect; % of control where 0% means no effect; nearly all actives have a fitted effect of over 65% in size
#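 AREc32 cells carrying an ARE-driven firefly luciferase, 1000 cells/well in OPTI-MEM with 5% FBS, dosed after overnight attachment and incubated 24 hr at 37 deg C. Steady-Glo luminescence read after 30 min at RT.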
# Nrf2 inh – Nrf2 pathway inhibition; Potency, µM (doses to about 46 µM), without a hit: at the highest dose activity change, negative = inhibition, most hits filed as inhibitors; AID 504444; 360,000 compounds, 2.1% hits; A549 ARE-Fluc reporter, luciferase luminescence, 18-24 h; note: potency is the fitted concentration of half-maximal effect; % is set by controls: 0 for no effect and ±100 for the full control effect; nearly all actives have a fitted effect of over 60% in size
#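 Cells were seeded and rested 2 h, then exposed to compounds for 18-24 h. CellTiter-Fluor was read first as a viability measure. BugLite was added 15 min before the final luminescent read of ARE-luciferase activity in A549 cells.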
# A549 viability – counter-screen for Nrf2 inhibitors: cytotoxicity in A549 cells; A549 ARE-Fluc cells, CellTiter-Fluor viability, 18-24 h; Potency, µM (titrated, usually from 46 µM), for inactives: top-dose activity change, negative = cytotoxicity, actives largely listed as inhibitors; 390,000 compounds, 0.16% hits; AID 504648; note: potency is the fitted concentration of half-maximal effect; % is set by controls: 0 for no effect and ±100 for the full control effect
#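 A549 ARE_Fluc cells in 5% FBS OPTI-MEM were exposed to compounds in concentration-response for 18-24 h at 37 deg C. Viability was read by CellTiter-Fluor fluorescence (Ex 405/Em 525) after 30 min, before the luciferase read.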
# HepG2 viability – counter-screen for TGF-b inhibitors: cytotoxicity in HepG2 cells. HepG2 CAGA-GFP viability, ATP luminescence, 18 h. Potency, µM (top dose mostly 46.1 µM), inactives show at the highest dose activity change, negative = cytotoxicity, usual class: cytotoxic. 410,000 compounds, 0.76% hits; note: potency is the fitted concentration of half-maximal effect; some results filed as inactive show a strong effect at the top dose
#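 CellTiter-Glo luminescence gave cytotoxicity after 18 hours at 37 degrees C. The cells were HepG2 CAGA-GFP in 1% FBS DMEM, stimulated with 500 pg/mL TGF-beta after compound addition. %Activity was normalised to no-cell wells (complete cell-killing) and DMSO (no toxicity), and curves were fitted and classified.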
# EPAC2 ag – EPAC2 (human) agonism | EPAC2 activation, biochemical qHTS; response scale: 100% = 6.5 mM cAMP response | Potency, µM (highest dose often 154 µM), for the others: top-dose activation, actives largely listed as activators | 360,000 compounds, 0.079% hits | Q8WZA2; note: potency is the fitted concentration of half-maximal effect; nearly all actives have a fitted effect of over 50% in size
# Target sequence (Q8WZA2 whole entry, looked up): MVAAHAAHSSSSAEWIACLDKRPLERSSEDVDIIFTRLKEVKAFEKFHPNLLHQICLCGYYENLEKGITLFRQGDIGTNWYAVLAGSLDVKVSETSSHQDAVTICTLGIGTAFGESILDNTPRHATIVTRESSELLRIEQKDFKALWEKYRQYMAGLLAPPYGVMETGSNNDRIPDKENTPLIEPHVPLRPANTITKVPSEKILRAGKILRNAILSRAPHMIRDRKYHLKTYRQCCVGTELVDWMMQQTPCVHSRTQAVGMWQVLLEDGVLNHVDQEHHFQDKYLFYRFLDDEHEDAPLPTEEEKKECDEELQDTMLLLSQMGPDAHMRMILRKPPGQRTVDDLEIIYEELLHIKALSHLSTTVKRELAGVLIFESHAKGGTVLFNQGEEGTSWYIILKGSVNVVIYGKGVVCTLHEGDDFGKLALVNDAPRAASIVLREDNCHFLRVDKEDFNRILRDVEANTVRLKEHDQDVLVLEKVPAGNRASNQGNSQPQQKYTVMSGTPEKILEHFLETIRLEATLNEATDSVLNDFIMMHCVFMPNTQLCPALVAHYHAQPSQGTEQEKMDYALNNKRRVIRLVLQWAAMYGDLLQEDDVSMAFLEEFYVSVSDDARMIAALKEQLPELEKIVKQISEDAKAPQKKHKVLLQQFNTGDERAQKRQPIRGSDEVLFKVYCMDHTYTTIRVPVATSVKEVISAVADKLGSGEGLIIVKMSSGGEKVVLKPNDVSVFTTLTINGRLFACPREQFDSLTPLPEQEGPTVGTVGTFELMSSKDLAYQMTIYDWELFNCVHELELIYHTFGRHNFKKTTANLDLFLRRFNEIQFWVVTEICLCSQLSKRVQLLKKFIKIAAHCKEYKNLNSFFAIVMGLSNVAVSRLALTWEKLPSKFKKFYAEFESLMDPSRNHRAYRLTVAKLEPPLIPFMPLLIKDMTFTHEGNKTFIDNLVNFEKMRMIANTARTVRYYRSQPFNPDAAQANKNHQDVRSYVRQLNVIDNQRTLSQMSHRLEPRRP
#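 Compounds were titrated in qHTS against a Rap1B-BODIPY-GDP (250 nM) complex with EPAC2 (100 nM) and GDP (50 uM). BODIPY-GDP release tracked at 480/540 nm over 30 min at room temperature, normalized to 6.5 mM cAMP.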
# IL-2 act – IL-2 activation. IL-2 activation reporter assay, cell-based qHTS; stimulated with anti-CD3/CD4/CD28 beads; in transgenic mouse T cells. activation, % (series mostly up to about 46 µM). 360,000 compounds, 0.065% hits; in the data active = activation above about 50%; inconclusive = mostly about 30% to 49%; note: 0% is about no effect
#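 Unstimulated transgenic mouse T cells; 60-min compound exposure; bead-based TCR/CD4/CD28 stimulation; 18 h culture, 37 degrees C; dual fluorescence (EGFP, DsRed) plate cytometry.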
# * = called active by the depositor; i = inactive; ? = inconclusive; / = not tested or not shown; [ ] = remark or other dose. Unless noted, calls come from the whole dose curve; as a rule, active = well fitted curve in the direction sought with a large enough effect; inconclusive = small, poorly fitted or top-dose-only effect, or another doubt; inactive = no such curve, though single readings can be large; an effect the other way counts as inactive or inconclusive.
molecule | Nrf2 inh | IL-2 act | S2 tox | A549 viability | Nrf2 activator | HepG2 viability | TGFb SMAD3 inh | ATXN2 expr inh | EPAC2 ag
Cc1cc(C)cc(C(=O)N2CC(=O)Nc3ccc(C)cc3C2c2ccccc2)c1 (stereo not given) | ? | / | ? | 3.2% | 8.6% | -49.8% | ? | ? | /
COc1ccc(C2=NN(C(=O)CN3CCCCC3)C(c3ccc(OC)cc3)C2)cc1 (stereo not given) | 16.2% | -2.2 | i | -1.2% | 4.7% | -26.1% | -6.0% | 1.3% | 10.6%
O=C(/C=C/c1ccc(Cl)cc1)N1CCN(c2ccc([N+](=O)[O-])c(N3CCOCC3)c2)CC1 | -16.0% | -3.2 | ? | -4.1% | 0.1% | 30.4% | 6.3% | ? | 2.1%
Cc1ccc(NC(=O)CN2CCN(C(=O)c3ccco3)CC2)cc1S(=O)(=O)N(C)C | -10.4% | -4.0 | i | -4.1% | -0.2% | 2.4% | -13.5% | 2.8% | 2.1%
CC(=O)N(C(C)=O)n1c(/C=C/c2cccc([N+](=O)[O-])c2)nc2ccccc2c1=O | 0.5% | 0.5 | i | 0.5% | 8.4% | 0.9% | 11.2% | / | 2.7%
O=C(Cn1ccc(NC(=O)OCc2ccccc2)nc1=O)NCc1nc2ccccc2[nH]1 | -0.7% | 0.5 | i | 9.5% | 2.0% | 3.9% | 7.8% | -6.5% | 8.2%
COc1ccc(-c2cc(C(=O)N3CCCC3)no2)cc1OC | ? | 0.1 | i | -10.5% | 2.8% | 0.3% | -0.8% | 40.5%[activator] | 8.3%
O=C(COC(=O)c1cc(NS(=O)(=O)c2cccs2)ccc1O)Nc1ccc(F)c(F)c1F | 4.5% | -0.1 | i | -10.7% | 0.0% | -2.9% | 8.0% | -3.6% | -5.8%
CC(C)=CC(=O)OCC(=O)Nc1cc([N+](=O)[O-])ccc1F | -2.9% | 1.0 | i | 0.5% | -0.8%[9.22 µM] | 0.6% | -5.3% | -8.5% | -0.6%
CCOC(=O)c1oc2ccc(S(=O)(=O)n3nc(-c4ccc(OC)cc4)cc3N)cc2c1C | ? | -3.3 | ? | -3.5% | 0.1% | 5.8% | -23.5% | -14.3% | -3.9%
O=C(/C=C/Nc1ccc(OC(F)(F)F)cc1)C(F)(F)F | -1.5% | 1.9 | i | -0.6% | 4.2% | -24.6% | 8.0% | 1.3% | 5.9%
CCOc1ccc(C(C(=O)NC2CCCC2)N(C(=O)c2snc(C(N)=O)c2N)c2cccc(O)c2)cc1 (stereo not given) | 18.7% | 1.1 | i | -2.3% | 5.7% | 9.5% | 7.0% | 4.5% | -12.8%
O=C(Oc1ccccc1Cl)c1cc(-c2ccc3c(c2)OCCO3)on1 | ? | / | i | ? | -1.7% | 7.2% | 6.1% | -10.5% | /
Cc1ccc(SC(C)C(=O)Nc2ccc(S(=O)(=O)N3CCOCC3)cc2)cc1 (stereo not given) | -29.1% | 0.5 | i | -5.1% | -0.1% | -4.1% | 3.9% | -1.9% | 17.1%
Cc1cc(C)cc(NC(=O)c2cc(S(=O)(=O)N3CCC(C)CC3)cn2C)c1 | / | / | i | 4.8% | -0.3% | -31.3% | -5.1% | -2.6% | /
CCOC(=O)c1ccc(NC(=O)c2ccccc2)cc1 | ? | 0.4 | i | 2.4% | 0.7% | -11.7% | 3.8% | 45.4%[activator] | 8.4%
O=Cc1c(-c2ccccc2)cc2oc3ccccc3cc1-2 | 6.8% | 0.2 | i | 6.7% | ? | -14.1% | -4.7% | / | 7.5%
CC(=O)Nc1ccc(C)c([N+](=O)[O-])c1 | 0.3% | 0.3 | ? | -2.4% | -0.1% | 8.2% | 12.7% | -2.7% | 4.7%
Cc1c2cnn(CC(=O)NCCCN3CCCCC3)c(=O)c2c(C)n1Cc1ccccc1 | 12.0% | -1.3 | i | 16.4% | 0.1% | -8.7% | 1.1% | -24.0% | 8.0%
Clc1ccc(CSc2nnc(-c3ccc4c(c3)OCO4)o2)cc1 | / | 0.8 | i | -1.1% | 0.6% | -1.2% | -4.6% | 16.9% | -3.6%
CCOC(=O)c1c(NC(=O)CSc2nnc(CNc3ccc(C)cc3C)o2)sc(C)c1C | 1.0% | 1.5 | i | 0.7% | 2.6% | -22.5% | ? | -5.1% | 8.7%
Cn1ccnc1SCc1cccc([N+](=O)[O-])c1 | 0.6% | -0.5 | i | 5.3% | 0.1% | -38.4% | -4.6% | 15.3% | 3.2%
CC(C)n1c(SCC(N)=O)nc2c1c(=O)[nH]c(=O)n2C | 4.3% | -4.0 | i | -10.0% | 0.2% | 1.2% | 11.5% | 3.7% | 1.5%
Clc1ccc(Sc2cc(N3CCOCC3)nc(-c3ccccc3)n2)cc1 | 6.7% | 0.0 | i | 15.2% | -0.4% | -7.0% | 4.2% | -7.1% | 6.9%
O=C(CSc1nnc2ccccn12)NC(=O)Cc1ccccc1 | 7.4% | 0.7 | i | 0.8% | -0.2% | 8.4% | -15.3% | / | -2.1%
Cc1nccc(-c2ccc3c(c2)OCO3)n1 | 0.9% | -3.2 | i | -8.8% | 0.4% | 1.2% | 25.6% | -1.9% | 3.9%
FC(F)(F)c1cc(-c2ccco2)nc(NCc2cccnc2)n1 | -28.1% | 2.1 | i | -17.6% | 6.4% | -10.5% | -1.8% | -16.7% | -4.4%
COc1ccc(S(N)(=O)=O)cc1-c1nnc2c3ccccc3c(C)nn12 | 5.0% | -0.5 | i | -5.3% | 0.5% | -10.0% | -8.1% | / | 7.2%
O=C(NCc1cccc(F)c1)c1noc2c1CCCC2 | 13.1% | -2.3 | i | -1.3% | -1.9% | -10.7% | 2.6% | 3.8% | 13.1%
Cc1c(C(=O)Nc2ccccc2)sc2nc(-c3cc4cc(Cl)ccc4oc3=O)[nH]c(=O)c12 | ? | / | / | 1.9% | 1.0% | -15.8% | 390.7%[activator] | / | /
CCN(CC)C(=O)CP(=O)(c1ccccc1)c1ccccc1 | / | -2.9 | i | -0.8% | -0.5% | 4.4% | 5.3% | -5.5% | 2.2%
CC(Cc1ccccc1)NC(=O)c1cc([N+](=O)[O-])ccc1Cl (stereo not given) | -5.2% | 0.7 | i | 12.2% | 3.5% | 1.0% | 16.0% | -15.0% | 9.2%
Cn1c(C(C#N)C(=O)c2ccco2)nc2ccccc21 (stereo not given) | / | -0.2 | i | 3.0% | ? | -27.1% | ? | 48.2%[activator] | 11.0%
CCS(=O)(=O)N1CCC(C(=O)NCc2ccc(OC)cc2OC)CC1 | 0.8% | 0.1 | ? | -1.9% | -0.5% | 32.8% | 16.1% | / | 2.3%
CCCN(CC(=O)Nc1ccc(C(N)=O)cc1)CC(=O)Nc1ccccc1C | -6.7% | 0.0 | ? | 0.2% | 3.6% | -30.5% | 7.5% | 13.5% | 3.6%
Clc1ccc(SCc2cn3ccsc3n2)cc1 | 27.6% | 5.4 | i | 2.9% | 3.8% | -27.8% | -3.4% | 29.1% | -7.7%
Cc1c(C(=O)N/N=C/c2cccnc2)sc(=S)n1C | 1.9% | -2.9 | i | -11.4% | -0.1% | 0.9% | -2.9% | -9.0% | 10.6%
CC(C)NC(=O)CN1CCN(C(=O)c2ccc3oc(CCCc4ccccc4)nc3c2)CC1 | 3.5% | -3.0 | i | 0.1% | -0.1% | -8.6% | -27.0% | 11.0% | 5.5%
O=c1ccc2cc(S(=O)(=O)Nc3ccc(F)c(Cl)c3)ccc2[nH]1 | / | / | i | -3.4% | 1.0% | -10.0% | 28.9% | 0.7% | /
Cc1cc(O)ccc1Nc1nc(-c2sc(N)nc2C)cs1 | / | -2.2 | i | -8.4% | 4.3% | 4.1% | 0.0% | 19.0% | 13.4%
CCOC(=O)C1=CN(Cc2ccco2)S(=O)(=O)N(CC)C1c1ccc(F)c(Cl)c1 (stereo not given) | ? | -0.4 | i | -4.6% | 5.9% | -19.7% | -19.1% | -15.8% | 3.8%
CN(C(=O)c1cc2sccc2n1C)C1CCCCC1 | / | -2.6 | i | -2.7% | 0.3% | -6.7% | -7.3% | 47.0%[activator] | -3.0%
O=[N+]([O-])c1cc([N+](=O)[O-])c(Oc2cc(Cl)ccc2Cl)cc1NC1CCCCCCC1 | ? | -2.0 | i | 2.5% | 0.0% | -30.4% | ? | 1.1% | 2.4%
O=C(NCCc1ccccc1)C1CCCN1C(=O)Nc1ccccc1 (stereo not given) | 19.5% | -0.4 | i | -0.6% | -0.6% | 11.2% | 1.6% | / | -3.4%
O=C(CCc1nnc(CCC2CCCCC2)o1)NCc1ccon1 | 5.2% | 2.7 | i | 4.6% | 0.4% | 4.9% | -5.1% | / | 9.5%
COc1ccccc1NNC(=O)c1cc(C(C)(C)C)nn1Cc1ccccc1 | ? | -0.4 | i | 1.5% | 5.4% | -15.0% | -0.4% | 34.4%[activator] | 9.3%
COc1cc(NC(=O)COC(=O)c2ccc3ccccc3n2)cc(OC)c1 | 9.3% | -3.3 | i | -7.6% | 1.8% | -2.3% | 0.6% | -0.4% | 14.0%
CC(CCc1ccccc1)NC(=O)CSc1ccccn1 (stereo not given) | -5.1% | -0.2 | i | 10.9% | -0.6% | -15.6% | -10.1% | -22.0% | 12.7%
Cc1cc(C)c2nc(NC(=O)c3ccc(S(=O)(=O)N4CCc5ccccc54)cc3)sc2c1 | / | / | / | 11.9% | -0.6% | -11.3% | -24.3% | / | /
CC(=O)Nc1ccc(S(=O)(=O)N2CCC(C(=O)O)(c3ccccc3)CC2)cc1 | -8.8% | -1.3 | i | -2.8% | -0.7% | 0.6% | 4.8% | 2.0% | 2.0%
CC(=O)N1CCN(C(=O)Cn2c(=O)oc3ccccc32)CC1 | / | 5.5 | i | -8.4% | 0.2% | 2.2% | -26.4% | -8.8% | 2.8%
CN(C(=O)C1CCN(c2ncnc3c2nc2n3CCCCC2)CC1)c1ccccc1F | -18.7% | / | / | 0.7% | -0.7% | 4.3% | -15.8% | / | /
